Assay outcomes as filed in PubChem.
PAFAH2 FP inh: inhibitors of human PAFAH2; Q99487; recombinant PAFAH2, FP-rhodamine activity probe, fluorescence polarization; inhibition, % at 3.39 µM; actives 0.99% (n = 340,000);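 active means inhibition above the mean over all tested compounds plus 3 SD, cut at about 30% in these data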;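 further: inhibitors block probe labeling of enzyme so polarization drops; 0% = enzyme with DMSO and 100% = wells lacking PAFAH2 protein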
GSTO1 counter: blocks human GSTO1 in RBBP9 counter-screen; recombinant GSTO1, activity-based probe fluorescence polarization; AID 1974; actives 1.1% (n = 300,000); inhibition, % at 5.96 µM;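 active means inhibition above the campaign mean inhibition plus 3 SD, cut at about 35% in these data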;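 further: 0% = GSTO1-1 with DMSO and 100% = wells lacking GSTO1-1 enzyme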
LYPLA2 inh: blocks human lysophospholipase 2, a PME1 counter-screen | O95372 | recombinant LYPLA2, FP-Rh probe fluorescence polarization | inhibition, % at 5.9 µM | actives 0.38% (n = 320,000) | AID 2177;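 active means inhibition above the screen-wide mean plus 3 SD, limit set per campaign, cut at about 26% in these data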;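 further: 0% = LYPLA2 with DMSO and 100% = wells lacking LYPLA2 enzyme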
PAD4 inh: inhibitors of human PAD4 | Q9UM07 | recombinant PAD4, RCA probe fluorescence polarization | inhibition, % at 6.36 µM | actives 0.41% (n = 330,000);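 active means percent inhibition above a cutoff equal to the mean of all tested compounds plus 3 SD, cut at about 15% in these data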;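 further: 0% = PAD4 with RCA probe and DMSO and 100% = probe without PAD4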
PAFAH1B3 inh: inhibitors of human PAFAH1B3 | Q15102 | recombinant PAFAH1B3, FP-rhodamine probe, fluorescence polarization | inhibition, % at 3.39 µM | actives 0.28% (n = 340,000);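 active means inhibition above the screen-wide average of all tested compounds plus 3 SD, cut at about 25% in these data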;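 further: 0% = enzyme with DMSO only and 100% = wells lacking PAFAH1B3 protein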
Target sequence (Q15102 whole entry, looked up): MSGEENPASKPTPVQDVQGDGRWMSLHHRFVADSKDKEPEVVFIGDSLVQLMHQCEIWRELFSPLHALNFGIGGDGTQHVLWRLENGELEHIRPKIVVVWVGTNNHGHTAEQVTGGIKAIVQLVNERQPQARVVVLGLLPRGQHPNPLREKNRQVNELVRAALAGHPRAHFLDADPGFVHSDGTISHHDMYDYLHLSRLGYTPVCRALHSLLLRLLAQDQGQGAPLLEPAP
PREPL inh: inhibits the human prolyl oligopeptidase-like enzyme; Q4J6C6; recombinant PREPL, fluorescence polarization activity-based probe; inhibition, % at 5.96 µM; actives 0.68% (n = 320,000); in the data active means inhibition above about 43%;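 further: 0% = enzyme with DMSO and 100% = wells lacking enzyme; many of its hits are not listed in these tables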
PAFAH1B2 inh: PAFAH1B2 (human) inhibition; P68402; recombinant PAFAH1B2, FP-rhodamine activity probe, fluorescence polarization; inhibition, % at 3.39 µM; actives 1.2% (n = 340,000); AID 492953;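 active means inhibition above the mean of all tested compounds plus 3 SD, cut at about 24% in these data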;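 further: 0% = enzyme with DMSO and 100% = wells lacking PAFAH1B2; many of its hits are not listed in these tables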
LYPLA1 counter: blocks human lysophospholipase 1, a PME1 counter-screen; recombinant LYPLA1, FP-Rh probe fluorescence polarization; O75608; actives 0.16% (n = 320,000); inhibition, % at 5.9 µM;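 active means inhibition above the mean of all tested compounds plus 3 SD, set per campaign, cut at about 14% in these data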;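 further: inhibitors block serine hydrolase probe labeling of LYPLA1 so polarization falls; 0% = enzyme with DMSO and 100% = wells lacking LYPLA1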
Target sequence (O75608 whole entry, looked up): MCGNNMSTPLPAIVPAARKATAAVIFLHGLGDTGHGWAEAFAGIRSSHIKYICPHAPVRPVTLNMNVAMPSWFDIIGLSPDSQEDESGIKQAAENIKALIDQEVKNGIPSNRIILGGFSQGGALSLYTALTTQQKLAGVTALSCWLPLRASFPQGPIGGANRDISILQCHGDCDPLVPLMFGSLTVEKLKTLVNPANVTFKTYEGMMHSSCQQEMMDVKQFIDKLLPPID
pPAFAH FP inh: inhibitors of human plasma PAF acetylhydrolase (pPAFAH); AID 463082; actives 1.5% (n = 330,000); inhibition, % at 3.39 µM; recombinant pPAFAH, FP-rhodamine probe fluorescence polarization; Q13093;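 active means inhibition above the mean inhibition across the screen plus 3 SD, cut at about 25% in these data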;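 further: inhibitors block binding of the rhodamine activity-based probe so polarization drops; 0% = enzyme with DMSO and 100% = wells lacking pPAFAH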
Target sequence (Q13093 whole entry, looked up): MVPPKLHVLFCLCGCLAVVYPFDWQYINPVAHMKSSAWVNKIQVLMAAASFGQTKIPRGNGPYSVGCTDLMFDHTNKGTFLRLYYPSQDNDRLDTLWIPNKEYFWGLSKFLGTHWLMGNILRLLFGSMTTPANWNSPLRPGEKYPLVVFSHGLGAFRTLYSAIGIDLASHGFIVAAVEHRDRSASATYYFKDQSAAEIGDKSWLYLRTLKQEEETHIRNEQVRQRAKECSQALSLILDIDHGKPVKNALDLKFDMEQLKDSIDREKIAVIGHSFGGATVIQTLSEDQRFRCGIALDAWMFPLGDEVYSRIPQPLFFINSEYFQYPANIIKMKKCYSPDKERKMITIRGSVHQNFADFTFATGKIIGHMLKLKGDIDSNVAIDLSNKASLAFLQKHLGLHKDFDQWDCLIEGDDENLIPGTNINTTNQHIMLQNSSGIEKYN
* marks the source's active call; other numbers are inactive results; nt = no result given; & = joins results of further samples. Only part of the results is shown. The share of hits here may be higher or lower than overall.

1. Cc1ccc(/C=N/NC(=O)Cc2ccc(O)cc2)s1
2. NC(=O)CCCC1=NS(=O)(=O)c2ccccc2N1
3. Cc1cccc(C)c1NC(=O)CNC(=O)c1ccc(COc2ccccc2)cc1
4. O=c1[nH]c(/C=C/c2ccc(OC(F)F)cc2)nc2c1cnn2-c1ccccc1
5. Cc1ccc(S(=O)(=O)N2CCN(C(=O)COC(=O)COc3ccccc3)CC2)cc1
6. CC1CCCCN1S(=O)(=O)c1coc(C(N)=O)c1 (centres undefined)
7. Cc1cc(=O)oc2c1ccc1oc(/C(=N/O)c3ccccc3)c(C)c12
8. COc1ccc(OC)c(NC(=O)CSc2nn3c(=O)c(C)nnc3s2)c1
9. COCCNC(=O)c1cc(Br)ccc1Cl
10. C/C(=N/NC(=O)c1ccc(C)s1)c1cccc(NC(=O)c2ccoc2C)c1
assay / compound	1	2	3	4	5	6	7	8	9	10
PAFAH2 FP inh	1	-7	-6	-3	12	2	37*	5	-4	-13
GSTO1 counter	4	-2	nt	4	-9	0	-23	5	1	-25
LYPLA2 inh	1	6	1	-1	3	-4	-10	6	4	-3
PAD4 inh	2	-1	1	-1	-2	6	-2	-4	5	0
PAFAH1B3 inh	6	7	3	-8	8	9	-5	9	-1	4
PREPL inh	5	8	16	-1	-3	-3	0	1	-9	9
PAFAH1B2 inh	-2	5	3	-3	15	-1	-2	8	5	2
LYPLA1 counter	-1	0	1	-8	4	-1	-15	1	-3	-7
pPAFAH FP inh	2	2	6	0	16	2	4	2	1	-3

PAFAH2 FP inh, what is marked active above.
entry	compound	PAFAH2 FP inh	PAD4 inh	PAFAH1B3 inh	PREPL inh	PAFAH1B2 inh	pPAFAH FP inh
7	Cc1cc(=O)oc2c1ccc1oc(/C(=N/O)c3ccccc3)c(C)c12	37*	-2	-5	0	-2	4

Profiles, quoted from the list:
Cc1ccc(S(=O)(=O)N2CCN(C(=O)COC(=O)COc3ccccc3)CC2)cc1 reads PAFAH2 FP inh: 12; GSTO1 counter: -9; LYPLA2 inh: 3; PAD4 inh: -2; PAFAH1B3 inh: 8; PREPL inh: -3; PAFAH1B2 inh: 15; LYPLA1 counter: 4; pPAFAH FP inh: 16
Cc1cccc(C)c1NC(=O)CNC(=O)c1ccc(COc2ccccc2)cc1 reads PAFAH2 FP inh: -6; GSTO1 counter: nt; LYPLA2 inh: 1; PAD4 inh: 1; PAFAH1B3 inh: 3; PREPL inh: 16; PAFAH1B2 inh: 3; LYPLA1 counter: 1; pPAFAH FP inh: 6

Additional results.
11. CCOC(=O)/C(=N\Nc1ccccc1[N+](=O)[O-])c1csc(N)n1
12. Cc1cc2c(=O)n(CC(=O)N3CCN(c4ccc(F)cc4)CC3)cnc2s1
13. Cc1csc(CNc2ncnc3ccc(-c4cccc(Cl)c4)cc23)c1
14. CC(C)C(NS(=O)(=O)c1cccc(C(F)(F)F)c1)C(=O)O (centres undefined)
15. COc1cc(C(=O)NCCN2C(=O)S/C(=C\c3cccs3)C2=O)cc(OC)c1OC
16. CCOc1ccc(S(=O)(=O)NCCN2CCOCC2)c2ccccc12
17. O=C(Nc1ccc(F)cc1F)N1CCN(CCc2ccccc2)CC1
18. CC12CCC(C(=O)O)(C/C1=N\O)C2(C)C (centres undefined)
19. O=C(Nc1ccc(Cl)c(C(F)(F)F)c1)[C@@H]1CC=C[C@@H]2CCN(Cc3ccc(Cl)c(Cl)c3)C(=O)[C@@H]21
20. COc1ccc([C@@H]2CC=C(C(=O)O)[C@H](c3ccccc3)N2S(=O)(=O)c2ccccc2C)cc1
assay / compound	11	12	13	14	15	16	17	18	19	20
PAFAH2 FP inh	1	-2	-48	3	-3	-1	10	0&4	-37	10
GSTO1 counter	0	4	nt	3	11	5	7	-3&-1	-13	-5
LYPLA2 inh	3	5	nt	-1	5	-1	5	-5&0	-62	-1
PAD4 inh	-4	5	-1	-3	2	1	1	-1&-5	-1	-1
PAFAH1B3 inh	2	-2	-24	8	6	17	-1	-7&7	-35	9
PREPL inh	0	-7	-20	-5	10	-10	-4	-10&-7	-10	6
PAFAH1B2 inh	4	1	-19	4	1	1	1	6&-5	-22	18
LYPLA1 counter	1	-5	nt	-3	-1	-2	-1	1&0	-26	-1
pPAFAH FP inh	2	-6	13	6	2	3	5	2&7	-4	-10

21. O=C(OCC(=O)N1CCN(C(=O)c2ccco2)CC1)c1ccc(S(=O)(=O)N2CCCCC2)cc1
22. CCOc1ccccc1N(CC(=O)NCCSc1ccccn1)S(=O)(=O)c1ccccc1
23. O=c1[nH]c(Nc2ccc3c(c2)OCCO3)nnc1Cc1ccc(Cl)cc1
24. CC(NS(=O)(=O)c1ccc(CCC(=O)NCC2CCCO2)cc1)c1ccccc1 (centres undefined)
25. O=C(CCc1nnc(CCCCc2ccccc2)o1)NCCC1CCCCO1 (centres undefined)
26. COc1ccc(C(=O)Nc2ccc(S(=O)(=O)NC(C)(C)C)cc2)cc1[N+](=O)[O-]
27. C=CCn1cc(C(=O)N2CCN(C)CC2)c(=O)c2cc(S(=O)(=O)N(CC)CC)ccc21
28. C=CCn1c(SCC(=O)NC(=O)Cc2ccccc2)nnc1-c1ccccc1F
29. NC(=S)NNC(=O)Nc1ccc(Cl)c(Cl)c1
30. Cc1cccn2c(=O)c(/C=C(\C#N)S(=O)(=O)c3ccccc3)c(N3CCN(Cc4ccccc4)CC3)nc12
assay / compound	21	22	23	24	25	26	27	28	29	30
PAFAH2 FP inh	8	6	nt	2	-6	0	-2	8	5	1
GSTO1 counter	1	8	12	6	-1	-4	-2	nt	8	-3
LYPLA2 inh	6	1	-3	6	3	-5	1	nt	-1	-3
PAD4 inh	0	1	0	1	-2	4	2	-4	-3	0
PAFAH1B3 inh	4	1	nt	13	-5	2	5	8	9	4
PREPL inh	-4	8	5	-2	16	-7	-1	5	4	-2
PAFAH1B2 inh	3	3	nt	4	6	-3	5	1	-2	0
LYPLA1 counter	2	2	-3	-1	1	-5	2	nt	1	-3
pPAFAH FP inh	6	3	-7	0	0	4	6	0	-4	9

31. COc1cc(OC)nc(NC(C)=O)n1
32. COc1ccc(-c2nnc(SC(C(=O)c3c[nH]c4ccccc34)c3ccccc3)n2N)cc1OC (centres undefined)
33. O=C(NCCC(=O)N1CCN(c2ccccc2O)CC1)c1ccc(Br)cc1
34. Cc1ccc2c(CC(=O)OCc3cc(=O)n4c(n3)sc3ccccc34)coc2c1
35. O=C(Nc1cc(S(=O)(=O)N2CCOCC2)ccc1N1CCOCC1)c1ccc(Cl)nc1
36. CCN1C(=O)c2cccc3cccc1c23
37. N#C/C(=C\c1c(N(Cc2ccccc2)Cc2ccccc2)nc2ccccn2c1=O)C(N)=O
38. OCC1(CCCc2ccccc2)CCN(Cc2cc(F)ccc2F)CC1
39. Cc1c(OCC(=O)N(C)C)ccc2c(-c3ccccc3)cc(=O)oc12
40. COc1ccc(/C=N/Nc2cc(N3CCCC3)nc(N3CCCC3)n2)cc1
assay / compound	31	32	33	34	35	36	37	38	39	40
PAFAH2 FP inh	-2	-7	2	-7	-1	2	-1	7	2	0
GSTO1 counter	2	-11	6	4	-9	-2	-5	1	3	36*
LYPLA2 inh	2	-22	-3	1	1	2	-1	0	-7	5
PAD4 inh	-3	-4	-6	-3	1	-3	-1	0	2	-5
PAFAH1B3 inh	1	-1	-4	5	-3	-1	-5	10	12	10
PREPL inh	13	36	20	-12	-8	19	-2	-6	6	30
PAFAH1B2 inh	1	-6	-2	3	0	0	3	-1	2	4
LYPLA1 counter	-1	-12	0	-2	-2	-5	-4	3	-6	0
pPAFAH FP inh	3	-7	5	14	-2	-3	12	8	6	5

41. CC(C)(C)NC(=O)Cn1nnnc1-c1nonc1N
42. O=[N+]([O-])c1ccc(S(=O)(=O)N(CCCN2CCOCC2)Cc2cccs2)cc1
43. Cc1onc(-c2ccccc2Cl)c1C(=O)Nc1sc2c(c1C#N)CCC2
44. CC(=O)c1ccc(NC(=O)c2cc(Cl)sc2Cl)cc1
45. COc1ccc(-n2c(COc3ccc(C)cc3)n[nH]c2=S)cc1
46. NNC(=O)c1sc(-c2ccc(Cl)cc2)cc1N
47. O=c1[nH]c(NNC(=S)NCc2ccccc2)nc2c1C1(CCCCC1)Cc1ccccc1-2
48. O=C(O)CCc1ccc(-c2ccccc2)n1-c1ccc(C(=O)O)cc1
49. Cc1cc(NCCCN2CCOCC2)n2nc(C)c(-c3ccccc3)c2n1
50. CC1(C)Cc2cccc(OCC(=O)Nc3cccnc3Cl)c2O1
assay / compound	41	42	43	44	45	46	47	48	49	50
PAFAH2 FP inh	4	5	3	-7	2	3	-20	2	-7	9
GSTO1 counter	13	-4	-19	1	3	14	-5	1	4	4
LYPLA2 inh	-1	14	-4	-1	3	4	-39	-6	2	6
PAD4 inh	0	-2	-9	-4	-2	-2	-2	-3	-2	-2
PAFAH1B3 inh	-1	5	2	1	8	6	-7	9	4	4
PREPL inh	-8	-5	5	3	-24	40	1	2	-2	9
PAFAH1B2 inh	-1	4	5	7	-5	0	8	8	2	8
LYPLA1 counter	-5	5	-6	-2	4	3	-27	-3	-1	3
pPAFAH FP inh	1	8	16	1	0	13	-4	9	11	4

51. CCc1ccccc1NC(=O)CN(C)C(=O)CSc1nn(-c2ccccc2)c(=S)s1
52. C=CCn1c(SCc2nc3ccccc3c(=O)[nH]2)nc2scc(C3CC3)c2c1=O
53. CC(=O)c1ccc(NC(=O)c2ccn(C(=O)OCC(C)C)n2)cc1
54. NS(=O)(=O)c1ccc(NC(=O)/C=C/c2ccccc2Cl)cc1
55. O=C(Nc1c(C(=O)N2CCOCC2)cnn1-c1ccccc1)c1ccco1
assay / compound	51	52	53	54	55
PAFAH2 FP inh	-5	-11	12	-17	3
GSTO1 counter	2	-11	-2	-16	13
LYPLA2 inh	-5	-12	16	-7	4
PAD4 inh	-3	-6	-4	-1	-6
PAFAH1B3 inh	3	-6	1	-5	14
PREPL inh	-1	2	-1	-9	8
PAFAH1B2 inh	2	-1	3	0	1
LYPLA1 counter	-2	-9	0	-19	2
pPAFAH FP inh	9	3	-6	-6	-3
